High-throughput results as filed in PubChem BioAssay.
HT1080 IDH1KD tx: qHTS for induction of synthetic lethality in tumor cells producing 2HG: qHTS for the HT-1080-IDH1KD cell line. Potency, µM (highest dose often 46.1 µM), for inactives: at the highest dose activity, negative = toxicity, actives largely listed as cytotoxic. HT-1080 IDH1 knockdown viability, ATP luminescence, 48 h. hit rate 2% among 360,000. AID 686971, 2013;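 also: potency is read from the fitted curve at half-maximal effect; 0% = DMSO wells and -100% = cell-free medium wells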
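In this qHTS, HT-1080 cells depleted of IDH1 are exposed for 48 h at 37 °C to compound titrations. Toxicity is scored from CellTiter-Glo luminescence, with DMSO as full viability and medium alone as none.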
HT1080NT lethal: qHTS for induction of synthetic lethality in tumor cells producing 2HG: qHTS for the HT-1080-NT fibrosarcoma cell line. HT-1080-NT fibrosarcoma viability, CellTiter-Glo ATP luminescence, 48 h. Potency, µM (top dose mostly 46.1 µM), inactives show at the top dose activity, negative = less viability, actives largely listed as cytotoxic. hit rate 1.6% among 360,000. AID 686970, 2013;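 also: NT is the 2HG producing partner of a matched IDH1 knockdown line; potency is read from the fitted curve at half-maximal effect; 0% = DMSO-treated cells and -100% = media-only wells without cells; nearly all actives have a fitted effect of over 55% in size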
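Viability by CellTiter-Glo luminescence after 48 h compound exposure at 37C of HT-1080-NT cells (750/well, RPMI, 5% FBS). % activity scaled between DMSO wells and medium-only wells, then curve-fitted and categorized by curve class.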
D3 ag: qHTS of D3 Dopamine Receptor Agonist: qHTS. max activation, %. hit rate 0.58% among 410,000. D3R DiscoveRx beta-arrestin cells, luminescence, 90 min; in the data active = max activation above about 30%; also: 0% is about no effect; mostly tested at two doses, the higher about 12 µM
Target sequence (P35462 whole entry, looked up): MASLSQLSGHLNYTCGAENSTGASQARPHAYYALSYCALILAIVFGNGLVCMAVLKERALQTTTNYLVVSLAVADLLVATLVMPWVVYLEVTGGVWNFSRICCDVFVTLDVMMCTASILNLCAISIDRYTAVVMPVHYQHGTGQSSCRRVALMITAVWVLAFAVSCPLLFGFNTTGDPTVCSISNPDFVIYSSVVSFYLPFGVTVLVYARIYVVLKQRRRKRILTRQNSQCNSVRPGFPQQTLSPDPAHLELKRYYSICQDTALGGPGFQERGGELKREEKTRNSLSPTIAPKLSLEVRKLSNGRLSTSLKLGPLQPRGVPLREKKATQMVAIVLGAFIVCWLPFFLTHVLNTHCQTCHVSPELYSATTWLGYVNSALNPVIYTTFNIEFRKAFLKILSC
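Agonist mode: compounds and dopamine controls were applied to plated cells for 90 min at 37 degrees C after an overnight attachment at 1500 cells/well. Luminescent read-out followed 30 - 60 minutes at room temperature with DiscoveRx detection reagent.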
GLP-1R agonist: qHTS of GLP-1 Receptor Agonists; Glucagon-like peptide 1 receptor (Homo sapiens), P43220; hit rate 0.007% among 380,000; HEK293 GLP-1R CRE-luciferase, luminescence, 4-6 h; cells express a hypersensitive GLP-1R form; Potency, µM (series often up to 45.6 µM), for inactives: at the top dose activation, hits mostly activators; also: potency is read from the fitted curve at half-maximal effect; % of control where 0% means no effect
Target sequence (P43220 whole entry, looked up): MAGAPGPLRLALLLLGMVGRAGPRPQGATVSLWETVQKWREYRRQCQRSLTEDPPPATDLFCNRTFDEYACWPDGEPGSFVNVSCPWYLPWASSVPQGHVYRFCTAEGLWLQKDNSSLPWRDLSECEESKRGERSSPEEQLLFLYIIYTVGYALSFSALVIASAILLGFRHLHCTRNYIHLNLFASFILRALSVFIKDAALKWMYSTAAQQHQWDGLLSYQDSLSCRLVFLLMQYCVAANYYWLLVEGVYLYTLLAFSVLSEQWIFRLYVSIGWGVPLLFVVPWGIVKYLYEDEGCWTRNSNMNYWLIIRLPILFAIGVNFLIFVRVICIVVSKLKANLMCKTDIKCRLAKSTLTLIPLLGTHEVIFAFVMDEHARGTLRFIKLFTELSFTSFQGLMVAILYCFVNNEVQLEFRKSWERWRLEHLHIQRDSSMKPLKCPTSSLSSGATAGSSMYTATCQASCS
SW480 rerep: A quantitative high throughput screen for small molecules that induce DNA re-replication in SW480 colon adenocarcinoma cells; SW480 DNA re-replication, Hoechst DNA content imaging, 48 h; Potency, µM (series often up to 46.1 µM), without a hit: top-dose re-replication activation, usual class: activators; hit rate 1.8% among 340,000; also: potency is read from the fitted curve at half-maximal effect; % of control where 0% means no effect; nearly all actives have a fitted effect of over 55% in size
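Treated cells incubate 48 hr (37 C, 5% CO2), are stained 40 min with Hoechst, and nuclear fluorescence is enumerated; a rise in nuclei with high DNA signal marks re-replication.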
KB-V1 MDR tox: qHTS assay for MDR1-selective chemotherapeutics: Primary screen using the drug-selected MDR subline cells KB-V1; KB-V1 MDR cells viability, CellTiter-Glo, 72 h; Potency, µM (series often up to 46.1 µM), for the others: at the highest dose activity change, negative = cytotoxicity, hits mostly cytotoxic; hit rate 3.4% among 400,000; also: potency is read from the fitted curve at half-maximal effect; % is scaled to controls: 0 for no effect and ±100 for the full control effect; nearly all actives have a fitted effect of over 60% in size
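In this primary screen, KB-V1 cells overexpressing P-gp are incubated with library compounds (lowest to highest concentration) for 72 h at 37 degrees C before a luminescent ATP viability read.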
D3 antag: qHTS of D3 Dopamine Receptor Antagonist: qHTS; AID 652054, 2013; D3R cells, DiscoveRx beta-arrestin luminescence, antagonist mode; hits give low values; D(3) dopamine receptor (Homo sapiens), P35462; max response, negative = inhibition, %; hit rate 2.5% among 360,000; in the data active = max response below about -50%; inconclusive = no clear call, values can overlap the other calls; also: % is scaled to controls: 0 for no effect and ±100 for the full control effect; mostly tested at two doses, the higher about 12 µM
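Cells plated overnight at 1500 cells/well, then exposed to library compounds with dopamine controls for 90 minutes at 37 degrees C. DiscoveRx reagent added for 30–60 minutes at room temperature; luminescence read, quantitative HTS format.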
KB-3-1 cytotox: qHTS assay for MDR1-selective chemotherapeutics: Primary screen using the parental adenocarcinoma cell KB-3-1. KB-3-1 viability, CellTiter-Glo ATP luminescence, 72 h. Potency, µM (top dose mostly 46.1 µM), inactives show top-dose activity change, negative = cytotoxic, actives largely listed as cytotoxic. hit rate 1.4% among 400,000. AID 1347075, 2019; also: potency is read from the fitted curve at half-maximal effect; % is scaled to controls: 0 for no effect and ±100 for the full control effect; nearly all actives have a fitted effect of over 60% in size
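Here the drug-naive KB-3-1 line serves as comparator for MDR sub-line selectivity; cells received compound titrations, 72 h at 37 °C, then CellTiter-Glo readout.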
IL1B secr inh: qHTS for Inhibitors of Inflammasome Signaling: IL-1-beta AlphaLISA Primary Screen | THP-1 LPS/ATP IL-1B secretion, AlphaLISA, 16 h; hits give low values | activity change, % at 57.5 µM | hit rate 4.7% among 360,000; in the data active = activity change below about -50%; inconclusive = mostly about -30% to -49%; also: % is scaled to controls: 0 for no effect and ±100 for the full control effect
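Secreted IL-1B measured by AlphaLISA bead assay after 16 h compound exposure of THP-1 cells; compounds (final up to 57.5 uM) added 1 h before LPS (250 ng/mL) and ATP (1.25 mM) stimulation; lower signal means less secretion.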
An asterisk follows results filed as active; ? = inconclusive; · = no result given; [ ] = another dose, or the depositor's remark. Unless noted, calls follow the shape of the dose curve; as a rule, active = well fitted curve in the direction sought with a large enough effect; inconclusive = small, poorly fitted or top-dose-only effect, or another doubt; inactive = no such curve, though single readings can be large; an effect the other way counts as inactive or inconclusive. Compounds were not picked by outcome (roughly 12% active in at least one column).

SMILES	HT1080 IDH1KD tx	HT1080NT lethal	D3 ag	GLP-1R agonist	SW480 rerep	KB-V1 MDR tox	D3 antag	KB-3-1 cytotox	IL1B secr inh
CC(C)CNC(=O)NC(=O)COC(=O)COc1ccc(Cl)cc1Cl	0%	1%	-9	5%	-8%	16%	-7	-1%	-8
CCN1C(=O)c2ccccc2S(=O)(=O)c2ccc(C(=O)NCc3ccccc3OC)cc21	·	·	4	-1%	·	4%	·	0%	·
CCOC(=O)CCc1c(C)c2ccc(OCC(=O)N(CC)CC)c(C)c2oc1=O	15%	2%	7	1%	-7%	?	18	9%	11
Cc1ccc2nc(/C(C#N)=C/c3ccc(O)c(O)c3)[nH]c2c1	?	-15%	2	7%	23µM*	-2%	?	?	24
COc1ccc(OCC(=O)N/N=C2\CCc3ccccc32)cc1	0%	-11%	-4	5%	-7%	-1%	16	0%	8
Cc1cccc(OC(C)C(=O)Nc2ccc(N3CCCCC3)cc2)c1 (stereo not given)	6%	11%	6	0%	-4%	-24%	7	-2%	-1
Cc1nc(-c2ccccc2)sc1CCNC(=O)C(=O)Nc1ccc2c(c1)OCO2	·	·	2	-1%	·	-18%	·	?	·
Cc1cc(C)cc(N=Cc2ccc([N+](=O)[O-])s2)c1	21µM*	?	-3	3%	3.7µM*	?	?	?	-104*
Cc1ccc(N2CCCCn3c2nc2c3c(=O)n(CC(=O)O)c(=O)n2C)cc1	1%	0%	1	-2%	-5%	?	11	-4%	11
CCc1nc(SCC(=O)N2CCCCC2)c2c(=O)n(C)c(=O)n(C)c2n1	-1%	2%	-13	-3%	4%	-14%	-13	-1%	6
CC1Cc2ccccc2N1C(=O)CSc1nnc(CNc2ccccc2)o1 (stereo not given)	-11%	7%	-14	-6%	-2%	16µM*	-2	?	17
CCOc1ccc(C(=O)Nc2cccc3nsnc23)cc1[N+](=O)[O-]	?	29%	3	8%	1%	-7%	-8	1%	-14
CC(OC(=O)CCc1nc2ccccc2[nH]c1=O)c1ccccc1 (stereo not given)	-12%	7%	6	7%	-2%	0%	12	-6%	17
CCc1ccc(OCC(O)CN2CCN(c3ccccn3)CC2)cc1 (stereo not given)	-2%	-1%	24	-2%	?	?	-27	-6%	-1
CC(Sc1nnc(C(F)(F)F)n1C)C(=O)Nc1ccc(S(N)(=O)=O)cc1 (stereo not given)	4%	-1%	-3	-4%	-7%	3%	13	-7%	2
Cc1nnc2sc(SCC(=O)Nc3ccc(Cl)cc3)nn2c1=O	0%	1%	3	0%	8%[1.84 µM]	-17%	21	4%	22
Cc1c(N/N=C(\C#N)C(=O)c2ccc(Cl)cc2)c(=O)n(-c2ccccc2)n1C	2.6µM*	?	-23	-4%	9.2µM*	-19%	-80*	3.3µM*	36
O=C(COC(=O)C1CC2C=CC1C2)Nc1ccccc1 (stereo not given)	16%	20%	1	-6%	-1%	4%	16	32%	16
COc1ccc(-c2nc(S(=O)(=O)c3ccccc3)c(N3CCN(C)CC3)o2)cc1	-6%	-13%	-8	0%	·	?	-14	9%	?
O=C(/C=C/c1cccc([N+](=O)[O-])c1)N1CCN(Cc2ccc3c(c2)OCO3)CC1	1%	3%	-4	0%	-11%	-23%	-8	-5%	-3

Entries of single compounds as entered above.
Results for `O=C(COC(=O)C1CC2C=CC1C2)Nc1ccccc1` (stereo not given) → HT1080 IDH1KD tx: 16%; HT1080NT lethal: 20%; D3 ag: 1; GLP-1R agonist: -6%; SW480 rerep: -1%; KB-V1 MDR tox: 4%; D3 antag: 16; KB-3-1 cytotox: 32%; IL1B secr inh: 16
Results for `COc1ccc(OCC(=O)N/N=C2\CCc3ccccc32)cc1` → HT1080 IDH1KD tx: 0%; HT1080NT lethal: -11%; D3 ag: -4; GLP-1R agonist: 5%; SW480 rerep: -7%; KB-V1 MDR tox: -1%; D3 antag: 16; KB-3-1 cytotox: 0%; IL1B secr inh: 8

Next part:
SMILES	HT1080 IDH1KD tx	HT1080NT lethal	D3 ag	GLP-1R agonist	SW480 rerep	KB-V1 MDR tox	D3 antag	KB-3-1 cytotox	IL1B secr inh
CCN(CC(=O)Nc1ccc(NC(C)=O)cc1)C(=O)CN1C(=O)NC(C)(c2ccc3ccccc3c2)C1=O (stereo not given)	0%	-9%	4	-2%	?	9%	-20	-1%	-4
COc1ccc(OC)c(C(=O)c2ccc([N+](=O)[O-])cc2)c1	0%	-9%	-7	2%	7%	8%	-6	0%	-23
COc1ccc(OC)c(S(=O)(=O)Nc2ccccc2C)c1	5%[9.24 µM]	?	0	-1%	-3%	8%	-9	22%	26
CCCCNC(=O)Nc1ccccc1C(=O)Nc1ccc(OC)cc1	1%[9.24 µM]	-9%	3	1%	-2%	?	-5	-11%	-5
O=C(/C=C/c1c(Cl)cccc1Cl)NCc1ccco1	-30%	?	-3	-3%	-4%	?	7	13%	-17
CCC(=O)Nc1ccc(Cl)c(NC(=S)NC(=O)c2cc3ccccc3o2)c1	-6%	-6%	-11	-9%	-1%	?	-13	-14%	20
O=C(CSc1nc2ccccc2c(=O)n1CC1CCCO1)NCCc1ccccc1 (stereo not given)	-3%	-1%	-9	1%	-10%	?	-16	8%	9
CCCn1c(C)cc(C(=O)COC(=O)c2nccnc2N)c1C	14%	11%	3	-4%	-3%	-20%	9	?	16
Cc1oc(-c2ccc(Cl)cc2)nc1CN1CCC(C(=O)NCc2ccco2)CC1	-2%	-25%	-22	27%	?	9.2µM*	-6	-12%	-21
CC12CCC3C(CCC4CC(O)CCC43C)C1CC(O)C2 (stereo not given)	-9%	-10%	31*	13%	7%	-5%	82	10%	57
O=C(O)C1CCN(C(=O)COc2ccc3c(c2)oc(=O)c2ccccc23)CC1	4%	1%	4	-3%	2%	-3%	30	0%	-4
COC(=O)c1c(NC(=O)CN2C(=O)c3ccccc3C2=O)sc(Cc2ccc3c(c2)OCO3)c1C	-1%	-2%	-13	-6%	2%	-1%	0	4%	-27
COCCNC(=O)C1CCN(S(=O)(=O)c2ccc3c(c2)OCCO3)CC1	10%	12%	-3	-7%	-51%[inhibitor]	-8%	16	-6%	-2
Cc1cccc(C(=O)NC2C(=O)NNC2c2ccc(Cl)cc2)c1 (stereo not given)	3%	-20%	1	0%	-36%[inhibitor]	1%	-9	-6%	-27
CCCCC1C2=C(CCCC2=O)OC2=C1C(=O)CCC2	21%	16%	1	2%	0%	-26%	10	-17%	24
CCC(=O)NC(=S)Nc1ccc(NC(=O)c2cccc([N+](=O)[O-])c2C)cc1	4%	8%	-2	3%	-7%	-3%	-5	-2%	-4
O=C(O)c1nn(-c2ccccc2)ccc1=O	19%	16%	-8	5%	12%	-8%	-5	0%	11
O=c1ccc(-c2ccc(S(=O)(=O)N3CCCCC3)o2)n[nH]1	0%	0%	0	5%	3%	21%	-23	1%	6
CCCN1CCC(NC(=O)C2CC=CCC2C(=O)O)CC1 (stereo not given)	15%	8%	3	-2%	3%	-3%	10	-2%	-1
CCOC(=O)c1c(C)n(CCO)c2ccc(O)cc12	-2%	26%	-23	-4%	-4%	18%	-21	0%	14
C/C(=N\NC(=O)C1CCCN(S(=O)(=O)c2ccccc2)C1)c1ccncc1 (stereo not given)	-6%	-2%	4	12%	-1%[9.22 µM]	-9%	1	15%	-7
COc1cc(CNCc2c[nH]c3ccccc23)cc(OC)c1	-21%	?	-12	-3%	6%	7.3µM*	-20	5%	-84*
CC(C)(C)NC(=O)C(c1ccc(-c2ccccc2)cc1)n1c(=O)c(-c2ccco2)nc2ccccc21 (stereo not given)	-22%	?	-12	·	·	-21%	0	-8%	-26
O=C1N(Cc2cccnc2)C[C@@H]2C[C@@H](c3ccccc3C(F)(F)F)N3CCC[C@@]123	-4%	-5%	-16	-3%	-1%	-4%	?	0%	?
CCNc1ccc(C(=O)OCC(=O)NCc2ccc(C)cc2)cc1[N+](=O)[O-]	11%	19%	1	-3%	1%	0%	-6	23%	5
CCN(CC)S(=O)(=O)c1ccc(N2CCN(c3ccccc3O)CC2)nc1	-27%	?	7	15%	-11%	-23%	6	?	-5
Cc1ccc(NC(=O)CN2C(=O)N/C(=C\c3ccco3)C2=O)cc1	·	·	·	-2%	-9%	-12%	·	14%	·
CCc1cccc(C)c1NC(=O)Cn1c(NCCO)nc2ccccc21	-6%	-9%	-27	10%	-4%	-17%	-10	0%	6
CCOc1ccc(Cl)cc1-c1cc(C(=O)NCCc2ccncc2)[nH]n1	-18%	0%	2	-5%	·	-6%	2	0%	-6
CN(C)S(=O)(=O)c1cccc(C(=O)OCC(=O)c2c(N)n(C)c(=O)n(C)c2=O)c1	-12%	-2%	8	9%	-13%	-15%	5	2%	37
Cc1nn(-c2cc(N3CCOCC3)ccc2N)c(=O)c2ccccc12	18%	9%	1	-2%	-6%	3%	-23	4%	2
Cc1ccsc1C(=O)OCC(=O)NCCCc1ccccc1	-7%	?	-7	13%	-8%	-8%	-26	15%	2
Cc1nc2ccc(S(=O)(=O)NCC(=O)O)cc2s1	19%	20%	2	-16%	-6%	-5%	18	-2%	27
CCOc1ccccc1CN1CCN(Cc2nc3c(s2)CCCC3)CC1CCO (stereo not given)	-12%	-4%	0	7%	0%	?	-17	-10%	13
Cc1c(C(=O)c2ccc3c(c2)OCO3)ccc2c1OCO2	2%	4%	2	13%	12%	?	6	-30%	29
O=C(c1ccccc1)N1N=C(c2cccs2)CC1c1ccccc1O (stereo not given)	-1%	-13%	8	-2%	-7%	-5%	0	-25%	37
Cc1ccc(Cn2cccc(-c3nc4ccccc4s3)c2=O)cc1	-7%	-4%	2	10%	?	-12%	-24	-7%	12
CCCc1nnc(SCCSc2nnc(CCC)n2N)n1N	11%	12%	5	3%	-10%	-4%	16	-6%	-8
